# Screening results from PubChem BioAssay.
# PLK1 PBD block: PLK1 (human) polo-box domain binding inhibition. Plk1 PBD binding of FITC phosphopeptide, fluorescence polarization. Potency, µM, for inactives: max response, negative = inhibition, actives largely listed as inhibitors. 360,000 tested, 2.8% active. AID 720504; also: potency is read from the fitted curve at half-maximal effect; series mostly up to about 57 µM; % is scaled to controls: 0 for no effect and ±100 for the full control effect; nearly all actives have a fitted effect of over 65% in size
# Abeta rescue: restores growth of yeast expressing A-beta42 peptide | Potency, µM (titrated, usually from 46.1 µM), for inactives: at the top dose growth rescue, most hits filed as activators | yeast expressing A-beta42, growth rescue, OD600, 48 h; response scale: 0% DMSO, 100% iron-clioquinol control | 410,000 tested, 0.063% active; also: potency is read from the fitted curve at half-maximal effect; nearly all actives have a fitted effect of over 55% in size
#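 Growth rescue measured by 600 nm absorbance after 48 h yeast culture at 30 C with compound. Values normalized between DMSO and an equimolar ferric chloride plus clioquinol control.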
# IL2 activator: activators of IL-2; 360,000 tested, 0.065% active; activation, % (series mostly up to about 46 µM); IL-2 activation reporter assay, cell-based qHTS; stimulated with anti-CD3/CD4/CD28 beads; in transgenic mouse T cells; in the data active = activation above about 50%; inconclusive = mostly about 30% to 49%; also: 0% is about no effect
#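 Unstimulated transgenic mouse T cells, 750 per well, received compound and, after 60 minutes, anti-CD3/anti-CD4 bead plus anti-CD28 stimulation. EGFP and DsRed were quantified after 18 hours.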
# FUS suppressor: suppressors of FUS proteinopathy in yeast; S. cerevisiae FUS-expressing, growth rescue, OD600, 24 h; Potency, µM (top dose mostly 76.6 µM), inactives show at the highest dose growth rescue (activation), usual class: activators; 390,000 tested, 0.24% active;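 also: potency is read from the fitted curve at half-maximal effect; plate controls were DMSO vehicle for no effect and reference control for full effect; nearly all actives have a fitted effect of over 55% in size; some results filed as inactive show a strong effect at the top dose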
#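 Absorbance at 600 nm, taken 24hr after compound addition, measured rescue of FUS-yeast growth at 30C. Induction used 2% galactose with seeding at OD 0.005. Controls: CP55940 from 92uM final, DMSO only.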
# aSyn rescue: rescues yeast growth from alpha-synuclein toxicity; Potency, µM (titrated, usually from 46.1 µM), for the others: top-dose growth rescue (activation), most hits filed as activators; Yeast expressing alpha-synuclein, growth rescue, BacTiter-Glo, 24 h; 370,000 tested, 0.14% active; also: potency is read from the fitted curve at half-maximal effect; % of control where 0% means no effect; nearly all actives have a fitted effect of over 65% in size
#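 Readout is rescue of growth in alpha-synuclein-expressing yeast, so inhibitors of toxicity appear as activators. Growth after 24 hr at 30 deg C in galactose medium is quantified by luminescence.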
# EPAC1 agonist: activates human EPAC1 exchange factor; O95398; EPAC1 agonist qHTS, biochemical assay; response scale: 100% = response to 6.5 mM cAMP; Potency, µM (highest dose often 154 µM), without a hit: top-dose activation, usual class: activators; 360,000 tested, 0.073% active; AID 720707; also: potency is read from the fitted curve at half-maximal effect; nearly all actives have a fitted effect of over 60% in size
# Target sequence (O95398 whole entry, looked up): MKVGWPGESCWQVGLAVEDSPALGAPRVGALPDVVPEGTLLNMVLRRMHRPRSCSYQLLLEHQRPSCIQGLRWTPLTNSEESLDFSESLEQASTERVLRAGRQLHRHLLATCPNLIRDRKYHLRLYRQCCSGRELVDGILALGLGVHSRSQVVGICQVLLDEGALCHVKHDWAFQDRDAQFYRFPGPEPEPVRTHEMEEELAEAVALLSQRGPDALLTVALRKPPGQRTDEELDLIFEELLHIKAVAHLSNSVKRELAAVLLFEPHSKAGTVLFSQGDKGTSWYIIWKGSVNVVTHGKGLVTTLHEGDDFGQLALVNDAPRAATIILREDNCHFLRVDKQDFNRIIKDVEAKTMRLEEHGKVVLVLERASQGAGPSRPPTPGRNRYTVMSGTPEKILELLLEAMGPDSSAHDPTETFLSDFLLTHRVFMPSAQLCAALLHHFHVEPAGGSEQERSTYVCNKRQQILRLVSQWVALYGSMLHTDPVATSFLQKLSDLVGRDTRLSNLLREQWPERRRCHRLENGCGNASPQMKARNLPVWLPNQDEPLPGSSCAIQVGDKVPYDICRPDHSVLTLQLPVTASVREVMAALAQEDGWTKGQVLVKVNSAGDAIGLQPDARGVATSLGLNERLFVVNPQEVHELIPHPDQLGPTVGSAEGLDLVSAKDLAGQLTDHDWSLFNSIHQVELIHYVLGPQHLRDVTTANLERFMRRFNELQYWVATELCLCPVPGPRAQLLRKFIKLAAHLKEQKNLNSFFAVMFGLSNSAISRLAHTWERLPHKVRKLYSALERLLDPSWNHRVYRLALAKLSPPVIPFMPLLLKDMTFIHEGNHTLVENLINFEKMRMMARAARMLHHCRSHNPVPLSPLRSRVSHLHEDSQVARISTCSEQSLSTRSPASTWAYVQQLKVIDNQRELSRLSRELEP
#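 Normalized to 6.5 mM cAMP, activity reflects EPAC1-catalysed release of BODIPY-GDP from Rap1B, followed kinetically over 30 min at 480 nm excitation, 540 nm emission. Reaction contained 100 nM EPAC1, 250 nM Rap1B-BODIPY-GDP, 50 uM GDP.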
# WRN helicase inh: inhibitors of human WRN helicase | 360,000 tested, 0.46% active | WRN helicase unwinding, fluorescent forked duplex, kinetic | Potency, µM (series often up to 114 µM), inactives show top-dose activity change, negative = inhibition, most hits filed as inhibitors | AID 651768 | Q14191; also: potency is read from the fitted curve at half-maximal effect; % is scaled to controls: 0 for no effect and ±100 for the full control effect; nearly all actives have a fitted effect of over 55% in size
#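 Primary qHTS, 1536-well format. 20 nM WRN + compound, 15 min RT; start with 100 nM forked fluorophore/quencher duplex, 2 mM ATP (final); kinetic read ex 525/em 598 nm.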
# EPAC1 antagonist: EPAC1 (human) antagonism; AID 720709; EPAC1 GEF assay, Rap1b-BODIPY-GDP exchange fluorescence; Potency, µM (titrated, usually from 115 µM), for the others: top-dose activity change, negative = inhibition, most hits filed as inhibitors; 360,000 tested, 0.14% active; O95398;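 also: potency is read from the fitted curve at half-maximal effect; plate controls were vehicle for no effect and positive control for full effect; nearly all actives have a fitted effect of over 50% in size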
# PI5P4K alpha inh: inhibitors of human PI5P4K alpha. P48426. PI5P4Kalpha enzyme, ADP-Glo luminescence, 60 min; hits give low values. max response, %. 330,000 tested, 1.2% active; active = max response of -50% or lower; inconclusive = between -30% and -50%; inactive = -30% or higher; also: value at the top dose of about 77 µM; % is scaled to controls: 0 for no effect and ±100 for the full control effect
#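 Human PI5P4Kalpha with substrate in 0.038 M HEPES pH 7.4, 0.28 mM EGTA, 0.1% CHAPS, 5% DMSO; reaction started with 5 microM ATP (final), 60 min at room temperature. ADP formed read by ADP-Glo luminescence.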
# * = called active by the depositor; ? = inconclusive; / = no result given; [ ] = dose if it differs, or a comment. Unless noted, calls follow the shape of the dose curve; as a rule, active = well fitted curve in the direction sought with a large enough effect; inconclusive = small, poorly fitted or top-dose-only effect, or another doubt; inactive = no such curve, though single readings can be large; an effect the other way counts as inactive or inconclusive.
canonical_smiles	PLK1 PBD block	Abeta rescue	IL2 activator	FUS suppressor	aSyn rescue	EPAC1 agonist	WRN helicase inh	EPAC1 antagonist	PI5P4K alpha inh
COc1cc(C(C(=O)NCC2CCCO2)N(C(=O)Cn2nnc3ccccc32)c2ccc(OC)c(OC)c2)ccc1O (stereo unspecified)	6%	-4%	-2.2	5%	-4%	4%	3%	7%	2
COc1cc(CCC(C)NCc2ccccc2)ccc1O (stereo unspecified)	-6%	0%	-0.4	-1%	-6%	-2%	5%	-4%	3
Cc1cc(C)cc(Cn2c3ccc(NC(=O)NCc4ccc(F)cc4)cc3c(=O)n2C)c1	-11%	14%	0.1	-4%	1%	2%	2%	4%	-5
N#CC1=C(N)NC(SCC(=O)Nc2ccccc2)=C(C#N)C12CCCC2	-14%	-5%	1.4	29%	-2%	0%	-20%	-18%	-13
COC(=O)[C@H](CCSC)NC(=O)NCc1ccccc1F	-6%	-17%	-0.6	13%	-5%	-1%	-9%	11%	/
CC(=O)c1ccc(OCCCC(=O)NC2=NCCS2)cc1	-3%	2%	0.7	3%	1%	4%	1%	6%	1
COc1cc(C(=O)Nc2ccc(O)cc2C(=O)O)ccc1OC(C)=O	-6%	16%	-1.1	-15%	1%	-1%	-12%	0%	/
CC(C)(C)NC(=O)C1Cc2ccccc2CN1S(=O)(=O)c1ccc(F)cc1 (stereo unspecified)	0%	15%	1.3	-4%	?	1%	-3%	-4%	2
CCCCn1c(N)c(N(CC(C)C)C(=O)C2CCN(S(=O)(=O)c3ccc(OCC)cc3)CC2)c(=O)[nH]c1=O	-10%	-3%	-3.8	9%	-9%	-16%	6%	-5%	6
Cc1ccc(C)c(N2CCN(c3ccc4cc(S(=O)(=O)N5CCCCC5)ccc4n3)CC2)c1	-18%	0%	-4.0	9%	5%	5%	-3%[57.1 µM]	-25%	3
CCS(=O)(=O)N1CCC(C(=O)NCCCN2CCCC2)CC1	0%	6%	3.3	10%	-1%	-3%	1%[57.1 µM]	10%	/
CCOc1ccc(NC(=O)CCN2CCCCC2)cc1	1%	4%	-2.8	7%	3%	-1%	4%	-3%	/
Cc1ccc(C)c(C(=O)COC(=O)c2ccc(Br)o2)c1	-6%	-17%	-1.5	9%	-1%	12%	-14%	-1%	13
NC(N)=Nc1nc(CCN2C(=O)c3ccccc3C2=O)cs1	-6%	6%	-0.2	13%	0%	-6%	3%	16%	/
CS(=O)(=O)NN1C(=O)c2ccccc2NC1c1cccc(O)c1 (stereo unspecified)	-5%	-6%	-0.7	23%	-2%	-1%	-20%	-14%	2
O=C(CC1(O)C(=O)Nc2ccccc21)c1ccccc1 (stereo unspecified)	14%	-6%	0.8	-16%	-2%	3%	2%	0%	-6
COc1ccc(NC(=O)Cn2c(=O)cnc3ccccc32)cc1S(=O)(=O)N1CCCCC1	1%	9%	-2.8	38%	-2%	2%	4%	2%	-10
O=C(CN1CCN(c2ccccn2)CC1)Nc1ccc(OCc2ccccc2)cc1	1%	-6%	5.7	/	0%	12%	-8%	-10%	3
O=C(O)c1ccc(S(=O)(=O)N2CCCCCC2)cc1	-5%	11%	-1.7	3%	-10%	3%	6%	8%	-2
COc1ccc(C(C(=O)NC2CCCCC2)N(C(=O)CCl)c2ccc(Cl)cc2)cc1 (stereo unspecified)	-3%	1%	-5.8	/	-6%	9%	-16%	-16%	3
O=C(Nc1ccccc1)c1cccc(=O)o1	1%	-18%	5.2	-9%	-3%	-2%	-11%	7%	-1
CCc1nonc1NC(=O)COc1ccc(Cl)c(C)c1	8%	-8%	-0.7	-14%	-5%	-7%	-3%[57.1 µM]	12%	-2
COc1ccc([N+](=O)[O-])cc1NCc1c(F)cccc1F	-10%	2%	2.3	-21%	4%	12%	3%	10%	4
CCN(CCc1ccccc1)c1ccc2c(c1)C1CC2CCN1Cc1ccccc1 (stereo unspecified)	10%	-17%	-3.2	-3%	1%	6%	7%	7%	1
Cn1c(=O)[nH]c(=O)c2c1nc(SCCCO)n2CCCc1ccccc1	-20%	-11%	0.4	-8%	-3%	6%	5%	9%	-1
O=C(Nc1c(Cl)cccc1Cl)C1CCN(C(=O)c2cccs2)CC1	-7%	-7%	1.5	0%	-1%	4%	-28%	-9%	-5
COc1ccc(C(C)(O)c2nc(-c3ccc(S(C)(=O)=O)cc3)cs2)cc1 (stereo unspecified)	-2%	-8%	-0.5	4%	-3%	-4%	-5%	-2%	2
CCn1cc(CNC(=O)c2cc(-c3cc(OC)ccc3OC)nc3ccccc23)c(C)n1	4%	?	-0.4	12%	2%	2%	17%	-8%	-3
CCOc1cc(/C=C/C(=O)OCC(=O)NCCN2C(=O)CSC2=O)ccc1OCC(C)C	4%	-5%	2.5	8%	4%	-29%	3%	-21%	10
COc1ccccc1N1CCN(C2CCN(C(=O)c3cc(OC)c(OC)c(OC)c3)CC2)CC1	-1%	-7%	-1.8	12%	-10%	-2%	15%	7%	-3

# Structural class: the compounds so far containing an NH in an aromatic ring (two)
canonical_smiles	PLK1 PBD block	Abeta rescue	IL2 activator	FUS suppressor	aSyn rescue	EPAC1 agonist	WRN helicase inh	EPAC1 antagonist	PI5P4K alpha inh
CCCCn1c(N)c(N(CC(C)C)C(=O)C2CCN(S(=O)(=O)c3ccc(OCC)cc3)CC2)c(=O)[nH]c1=O	-10%	-3%	-3.8	9%	-9%	-16%	6%	-5%	6
Cn1c(=O)[nH]c(=O)c2c1nc(SCCCO)n2CCCc1ccccc1	-20%	-11%	0.4	-8%	-3%	6%	5%	9%	-1

# Additional structures:
canonical_smiles	PLK1 PBD block	Abeta rescue	IL2 activator	FUS suppressor	aSyn rescue	EPAC1 agonist	WRN helicase inh	EPAC1 antagonist	PI5P4K alpha inh
CCOC(=O)c1nnn(-c2nonc2N)c1CNC(C)C	-1%	3%	-1.1	-6%	-1%	-1%	8%	12%	1
CNC(=O)COC(=O)/C=C/c1cccs1	0%	-11%	-0.1	-21%	2%	-2%	-1%	8%	4
Cc1ccc(C(=O)Nc2cccc(NC(=O)c3ccc(C)c([N+](=O)[O-])c3)n2)cc1[N+](=O)[O-]	3%	-11%	-3.7	8%	8%	12%	-10%	2%	-2
O=C(O)CCN1C(=O)c2ccc(NC(=O)CCc3ccccc3)cc2C1=O	4%	5%	-1.5	-18%	3%	-5%	9%	-1%	-2
Cc1ccc(-n2ncc3c(NNC(=O)c4ccco4)ncnc32)c(C)c1	-10%	15%	0.7	7%	1%	1%	1%	-14%	-6
Cc1cc(C)c(C)c(S(=O)(=O)N2CCC(C(=O)NNC(=O)c3ccccc3O)CC2)c1C	-12%	-11%	-0.4	7%	0%	16%	-32%	-27%	1
O=C(CCC1CCN(C(=O)c2ccccc2Cl)CC1)NCc1ccc(F)cc1	-1%	14%	0.6	10%	4%	-4%	-6%	-3%	3
O=C(O)c1cc2n(n1)C(C(F)(F)F)CC(c1ccco1)N2 (stereo unspecified)	-2%	2%	-0.5	0%	0%	1%	-4%	5%	-5
CCN(CC)S(=O)(=O)c1ccc2c(c1)c(=O)c(C(=O)NCc1ccco1)cn2C	-9%	3%	-2.5	17%	-5%	1%	-10%	-21%	-2
COc1cc(S(=O)(=O)NCc2ccccc2)ccc1F	-5%	?	-0.8	-21%	-4%	11%	-2%	-25%	3
CCOC(=O)C1CCN(C(=O)Cn2nc(C)n3nc(-c4ccc(OC)cc4)cc3c2=O)CC1	3%	/	-0.3	11%	4%	0%	4%	3%	-1
COc1ccc(-n2c(-c3ccc(Cl)cc3)n[nH]c2=S)c(OC)c1	-18%	8%	1.4	-3%	1%	7%	-4%	0%	-6
Oc1ccc(/C=N/N(c2ccccc2)c2ccccc2)cc1O	?	5%	-1.0	26%	12%	-1%	-11%	?	?
CCOC(=O)C1CCCN(c2c(Nc3ccc(OCC)cc3)c(=O)c2=O)C1 (stereo unspecified)	-7%	6%	-1.1	-15%	5%	-2%	0%	-2%	0
Fc1ccc2nc(N3CCOCC3)sc2c1	-8%	-4%	-2.9	-7%	-5%	-3%	-27%	0%	-9
COCCn1c(C)cc(C(=O)COc2ncnc3ccc(Br)cc23)c1C	-5%	-13%	-1.2	36%	-2%	4%	1%	-3%	-8
Cc1cc(C)n(CC(O)COc2ccccc2C(=O)Nc2ccccc2)n1 (stereo unspecified)	-5%	-3%	-1.1	19%	1%	-4%	2%	-10%	/
Cc1cc(C)nc(NS(=O)(=O)c2ccc(NC(=O)c3ccc(S(=O)(=O)N4CCOCC4)cc3)cc2)n1	-1%	11%	-0.3	37%	4%	-4%	-2%	2%	/
Cc1ncc(CN2CCN(CCC(C)C)C(CCO)C2)s1 (stereo unspecified)	-2%	-4%	0.2	-16%	-1%	2%	2%	-20%	1
COc1cccc(C=NNC(=O)c2ccncc2)c1O	-8%	-12%	0.3	-14%	3%	6%	-7%	-15%	10
COc1cccc(NC(=O)Cn2c3ccc(F)cc3c3nc4n(c(=O)c32)CCCS4)c1	2%	10%	-2.9	15%	2%	10%	9%	?	-2
COc1ccccc1CCc1nnc(CCC(=O)N(C)Cc2ccncc2C)o1	-6%	-7%	0.9	-14%	-2%	-14%	0%	31%[activator]	-1
O=C(NCCCN1CCOCC1)c1cc(-c2cccc(Br)c2)nc2ccccc12	-15%	-1%	-3.1	8%	-6%	-3%	-1%	?	0
CCN(CC)CCCNC(=O)CNC(=S)N(CCCN1CCOCC1)Cc1cccs1	19µM*	-18%	-0.2	-21%	1%	-5%	14%	3%	-17
O=C(CSc1n[nH]c(-c2ccccc2F)n1)Nc1cc(F)ccc1F	1%	-4%	-0.1	-6%	-9%	13%	-3%	1%	2
CCOc1cc(C(=O)NC(=S)Nc2cccnc2)cc(OCC)c1OCC	-4%	2%	0.8	32%	3%	-7%	1%	-4%	9
COc1ccc(-c2cc(CCCC(=O)NCCc3cc(OC)ccc3OC)no2)cc1	-4%	8%	-0.1	/	5%	-13%	-2%	-23%	28
